Screening results deposited in PubChem by National Center for Advancing Translational Sciences (NCATS).
RXFP1 antagonist = blocks the human relaxin receptor RXFP1. activity change, negative = inhibition, % at 57.5 µM. HEK293-RXFP1, relaxin-stimulated cAMP HTRF, 30 min; stronger effect = lower value. AID 1259400. 350,000 tested, 0.59% active;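 active = activity change of -60% or lower, but not beyond a set lower limit; inconclusive = change between -60% and -40%, or beyond the set limit; inactive = change above -40%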
Target sequence (Q9HBX9 whole entry, looked up): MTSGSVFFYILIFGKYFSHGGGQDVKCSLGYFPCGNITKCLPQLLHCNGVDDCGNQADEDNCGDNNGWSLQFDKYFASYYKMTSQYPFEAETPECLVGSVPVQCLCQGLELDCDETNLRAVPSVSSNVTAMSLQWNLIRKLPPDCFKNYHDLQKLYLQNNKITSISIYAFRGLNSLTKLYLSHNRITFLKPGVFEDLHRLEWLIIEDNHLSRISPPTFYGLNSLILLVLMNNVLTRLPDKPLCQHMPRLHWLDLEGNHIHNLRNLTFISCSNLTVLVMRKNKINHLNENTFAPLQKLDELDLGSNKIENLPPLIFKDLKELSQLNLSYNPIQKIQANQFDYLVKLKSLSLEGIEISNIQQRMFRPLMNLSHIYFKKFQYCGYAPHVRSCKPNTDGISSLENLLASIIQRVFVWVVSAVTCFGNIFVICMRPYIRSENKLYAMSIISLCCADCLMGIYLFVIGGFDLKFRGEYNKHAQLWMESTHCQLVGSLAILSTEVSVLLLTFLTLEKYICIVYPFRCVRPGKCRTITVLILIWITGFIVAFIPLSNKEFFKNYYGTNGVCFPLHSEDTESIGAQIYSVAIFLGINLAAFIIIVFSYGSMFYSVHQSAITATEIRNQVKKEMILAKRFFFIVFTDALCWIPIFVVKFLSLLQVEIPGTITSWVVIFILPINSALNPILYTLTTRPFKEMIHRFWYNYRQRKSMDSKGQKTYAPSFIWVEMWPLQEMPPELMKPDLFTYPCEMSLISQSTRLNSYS
Starred values were filed as active, the others as inactive; ? = inconclusive. % is set by controls: 0 for no effect and ±100 for the full control effect. Not all compounds are listed, so the mix of outcomes need not match the whole.

SMILES	RXFP1 antagonist
C[C@H]1CN([C@@H](C)CO)C(=O)CCCn2nncc2CO[C@H]1CN(C)C(=O)c1ccc2ccn(C)c2c1	0
O=[N+]([O-])c1c(O)c(Cl)cc(Cl)c1Cl (tested in a mixture with another compound)	6
O=c1[nH]cnc2c1ncn2-c1ccc(N(CCO)CCO)cc1	-4
COc1ccc(CCNC(=O)CCc2ccccc2)cc1OC	7
CC(C)(C)c1ccc(/C=C(\C#N)C(=O)NC2CC2)cc1	-24
COC(=O)c1ccccc1S(=O)(=O)NNC(=O)c1nn(C)c(=O)c2ccccc12	10
CCOC(=O)CN(C(=O)COC(=O)C1=NNC(=O)CC1)c1ccc(F)cc1	-4
CSCCC(C)N1CCC(Oc2ccc(C(=O)NCc3ccccn3)cc2)CC1 (stereo not drawn)	-3
COc1ccc(C(=O)NNC(=O)c2ccc(F)c(S(=O)(=O)N3CCOCC3)c2)cc1	-8
O=c1c2ccccc2[nH]c(=S)n1CC1CCCO1 (stereo not drawn)	-5
CCC1CCC2(CC1)NC(=O)N(CC(=O)NCc1ccccc1Cl)C2=O (stereo not drawn)	-3
CSc1ccccc1C(=O)OCC(=O)NC1CC1	-5
N#CC1(c2ccc(F)cc2)CCC(=O)CC1	-9
NC(=S)NN=Cc1nccc2c(N)cccc12	-2
CCn1c(C)cc(C(=O)COC(=O)c2ccccc2[N+](=O)[O-])c1C	4
CSCCC(NC(=O)COc1ccccc1)C(=O)OCc1ccc(Cl)cc1 (stereo not drawn)	-13
O=C(Nc1ccn(CCCNC2CCN(Cc3ccccc3)CC2)c(=O)n1)OCc1ccccc1	0
COCOCCn1cc(CN2CCS(=O)(=O)N(Cc3ccc(-c4ccc(Cl)cc4)cc3)C(C(C)C)C2=O)nn1 (stereo not drawn)	-5
CC1(C)S[C@@H]2[C@H](N=CN3CCCCCC3)C(=O)N2[C@H]1C(=O)O	8
CNC1(C)C2CCC(C2)C1(C)C (stereo not drawn)	20
CN(CC(=O)Nc1ccccc1Cl)C(=O)COC(=O)CNC(=O)c1ccc(Br)o1	-5
N#Cc1ccccc1C[C@H](N)C(=O)NC[C@H]1O[C@@H](n2ccc(N)nc2=O)[C@H](O)[C@@H]1O	7
COc1cccc(CSC(C(=O)O)c2ccccc2)c1 (stereo not drawn)	-2
Cn1c2ccccc2c2nnc(N/N=C/c3ccc(O)cc3)nc21	2
Cc1c(-c2ccccc2Br)nc2ccccc2c1C(=O)O	4
C[C@H]1CN([C@@H](C)CO)C(=O)CCCn2nncc2CO[C@H]1CN(C)C(=O)NC1CCCCC1	-2
COc1ccc2ncccc2c1Cc1c(OC)ccc2ncccc12	-11
O=C(CNCc1ccccc1Cl)Nc1cc(S(=O)(=O)N2CCOCC2)ccc1Cl	1
O=C(COC(=O)/C=C/c1cccc(Cl)c1)NCc1cccs1	-2
CSCCC(NS(=O)(=O)c1ccc(C)cc1C)C(=O)Nc1cccnc1 (stereo not drawn)	-11
Cc1ccc(SCC(=O)NNC(=O)CCS(=O)(=O)c2ccccc2)cc1	-8
CCOC(=O)c1ccc2c(c1)nc(C)n2CC	-1
Cc1ccc(-n2nc(C(=O)c3ccccc3)n3c(=O)c(Cc4ccccc4)nnc23)cc1	-8
O=C1C=C(NS(=O)(=O)c2ccccc2)C(=O)c2ccccc21	9
CCc1ccccc1NC(=O)CN1CCN(C(=O)c2cc(C3CC3)nn2-c2ccccc2)CC1	-3
Cc1ccc2c(c1)C1C[N+](C)(CC(=O)Nc3ccccc3Cl)CCC1N2C(=O)c1ccccc1Cl (stereo not drawn)	-3
O=C(O)Cc1ccc(OCCNC[C@H](O)c2ccccc2)cc1	12
O=[N+]([O-])/C(Cl)=C(/NCCO)C(Cl)=C(Cl)Cl	4
O=C(NCC(=O)N1CCN(S(=O)(=O)c2ccc3c(c2)OCCO3)CC1)c1ccccc1F	-7
O=c1cc(CN2CCN(S(=O)(=O)c3cccc(Cl)c3)CC2)c2ccc(O)cc2o1	-16
CC(OC(=O)C1CC1)C(=O)Nc1cc(Cl)cc(Cl)c1 (stereo not drawn)	1
O=C(COC(=O)c1cc(S(=O)(=O)N2CCCC2)ccc1O)Nc1ccccc1Br	2
O=C(O)Cc1cccc(-c2cc(CCCCCCc3ccc(O[C@H]4O[C@H](CO)[C@@H](O)[C@H](O)[C@@H]4O)c(-c4cccc(CC(=O)O)c4)c3)ccc2O[C@H]2O[C@H](CO)[C@@H](O)[C@H](O)[C@@H]2O)c1	6
C[C@H](CO)N1C[C@H](C)[C@@H](CN(C)CC2CCOCC2)Oc2cc(C#Cc3ccccc3F)ccc2S1(=O)=O	10
NC1=NC(=O)C(c2ccccc2)C(=O)N1 (stereo not drawn)	-10
CCC(=O)Nc1cc(OC)c(NC(=S)Nc2ccccc2CC)cc1OC	1
Cn1c(=O)c2c(-c3ccccc3)n(-c3ccccc3)cc2n(C)c1=O	3
COc1ccc2cc(C=O)ccc2c1	-28

Random excerpt: 7 entries already listed.
SMILES	RXFP1 antagonist
Cn1c(=O)c2c(-c3ccccc3)n(-c3ccccc3)cc2n(C)c1=O	3
O=C(COC(=O)c1cc(S(=O)(=O)N2CCCC2)ccc1O)Nc1ccccc1Br	2
O=[N+]([O-])/C(Cl)=C(/NCCO)C(Cl)=C(Cl)Cl	4
NC1=NC(=O)C(c2ccccc2)C(=O)N1 (stereo not drawn)	-10
O=c1cc(CN2CCN(S(=O)(=O)c3cccc(Cl)c3)CC2)c2ccc(O)cc2o1	-16
O=C(O)Cc1cccc(-c2cc(CCCCCCc3ccc(O[C@H]4O[C@H](CO)[C@@H](O)[C@H](O)[C@@H]4O)c(-c4cccc(CC(=O)O)c4)c3)ccc2O[C@H]2O[C@H](CO)[C@@H](O)[C@H](O)[C@@H]2O)c1	6
O=C(O)Cc1ccc(OCCNC[C@H](O)c2ccccc2)cc1	12

The list continues.
SMILES	RXFP1 antagonist
CC(=O)OC1C=CN(C(C)=O)C(SC(C)(C)C)C1(C)O (stereo not drawn)	-9
CCN(C(=O)COC(=O)c1ccccc1Cc1ccccc1)c1c(N)n(Cc2ccccc2)c(=O)[nH]c1=O	-2
O=C(c1cc(-c2cccnc2)nc2ccccc12)N1CCN(S(=O)(=O)c2ccc(Cl)s2)CC1	-9
Cc1ccc(S(=O)(=O)CCC(=O)OCC(=O)N(C)c2ccccc2)cc1	-2
COc1ccc(-n2c(=O)c3c4c(sc3n3cnnc23)CC(C)CC4)cc1 (stereo not drawn)	-14
N#CCCN(C(=O)COC(=O)c1n[nH]c2ccccc12)c1ccccc1	-7
O=C(Nc1ccccc1Cl)OCC#CCOC(=O)Nc1ccccc1Cl	3
COc1ccc(C(=O)/C=C/NCc2ccc(C)cc2)cc1	-4
Cc1nc2ccc(NC(=O)CSc3ccccc3)cc2s1	1
COc1ccc(C)cc1NC(=O)c1nc2nc(C)cc(C)n2n1	4
COc1ccccc1C(=O)N1CCN(C(=O)c2oc3c(C)c(C)ccc3c2C)CC1	-10
Cc1nn(CC(=O)N2CCc3ccccc32)c(C)c1S(=O)(=O)NC(C)(C)C	-2
OC(C1=CC(=Cc2ccncc2)c2ccccc21)c1ccncc1 (stereo not drawn)	-18
Cc1cn([C@H]2C[C@H](O)[C@@H](CNCc3ccc(F)c(N4CCOCC4)c3)O2)c(=O)[nH]c1=O	-1
COC1=CC(=O)c2c(ccc3ncnc(N)c23)C1=O	-35
CC1CN(S(=O)(=O)c2cc(C(=O)NC(C)c3cccnc3)ccc2Cl)CC(C)O1 (stereo not drawn)	7
O=C(CN1CCCc2ccccc21)Nc1cccc(S(=O)(=O)N2CCCC2)c1	-1
NC1=NC(c2ccccc2)CC(=O)N1 (stereo not drawn)	-2
CCOc1ccc(NC(=S)NC(=O)c2cncc(Br)c2)cc1	5
OCc1cccc[n+]1Cc1ccccc1	-6
CCN(C(=O)CSc1nc2ccccc2[nH]1)C1CCS(=O)(=O)C1 (stereo not drawn)	-2
Nc1ccc2cc3[nH]c4cc(N)ccc4c3nc2c1	-15
COCCCN1C(=O)C(CC(=O)NCc2cccs2)CC(C(=O)N2CCOCC2)=C1C (stereo not drawn)	-4
CCOC(=O)C1CCCN1C(=O)C1(NC(C)=O)CCCC1 (stereo not drawn)	-1
Cc1nc(N)ncc1CCC1OCCO1	-6
CC1=N/C(=C\c2ccccc2Cl)C(=O)O1	1
O=C(OCC(=O)N1CCCCCC1)c1ccc(Br)c(S(=O)(=O)N2CCOCC2)c1	-2
O=C1Cc2cc(S(=O)(=O)Nc3ccc(N4CCOCC4)cc3)ccc2N1	-34
C=CCn1c(C)nnc1SCC(=O)N1c2ccccc2NC(=O)C1(C)C	7
CCS(=O)(=O)c1ccc(O)c(NC(=O)c2cc(-c3ccccn3)nc3ccccc23)c1	3
O=S1(=O)CCN(Cc2ccncc2)CC1	3
COc1ccc(/C=C/C(=O)OCC(=O)NC(C)CCc2ccccc2)cc1 (stereo not drawn)	4
COc1ccccc1N1CCN(c2ccc(S(=O)(=O)N3CCN(C)CC3)cn2)CC1	-34
CCCCn1c(N)c(N(CCOC)C(=O)CN(C)CC(=O)Nc2ccc(Cl)c(Cl)c2)c(=O)[nH]c1=O	0
O=C(CCn1c(=O)oc2ccccc21)N(Cc1ccccc1)c1ccccn1	4
CCOC(=O)C1CCN(C(=O)COC(=O)CSc2ccccc2C)CC1	-7
c1ccc2cc(C3OCC4(CCCC4)CO3)ccc2c1	-22
Cc1cc(Cl)ccc1OCC(=O)OCC(=O)Nc1ccc(Cl)cn1	4
COc1cc(N=Nc2ccc(Br)cc2)cc(C=O)c1O	-29
Oc1ccc2ccccc2c1CNc1ccccc1	-15
O=[N+]([O-])c1ccc(/C=N/Nc2ncccc2[N+](=O)[O-])s1	-23
O=C(CCN1CCCCC1)c1cccc(Cl)c1	-13
CCN1CCN(c2sc(S(=O)(=O)CC)nc2S(=O)(=O)c2ccc(C)cc2)CC1	0
O=[N+]([O-])c1ccc(Cl)cc1C=NNc1ccccn1	-11
COc1ccccc1C(c1c(O)nc(SC)[nH]c1=O)c1c(O)nc(SC)[nH]c1=O	-3
Cn1cc(C=CC(=O)O)c2nccnc21	1
O=C(N/C(=C/c1cccc(Br)c1)C(=O)N1CCCCC1)c1ccco1	-1
Cc1nc(SCC(=O)N2CCOCC2)c2c(=O)n(C)c(=O)n(CC(C)C)c2n1	-15

Some of these compounds in order of the RXFP1 antagonist value, largest number first.
SMILES	RXFP1 antagonist
Cc1cc(Cl)ccc1OCC(=O)OCC(=O)Nc1ccc(Cl)cn1	4
CCN1CCN(c2sc(S(=O)(=O)CC)nc2S(=O)(=O)c2ccc(C)cc2)CC1	0
Cc1nc(SCC(=O)N2CCOCC2)c2c(=O)n(C)c(=O)n(CC(C)C)c2n1	-15
c1ccc2cc(C3OCC4(CCCC4)CO3)ccc2c1	-22
O=[N+]([O-])c1ccc(/C=N/Nc2ncccc2[N+](=O)[O-])s1	-23
COc1cc(N=Nc2ccc(Br)cc2)cc(C=O)c1O	-29

(more compounds)
SMILES	RXFP1 antagonist
O=C(O)c1ccccc1C(=O)Nc1ccccc1NC(=O)c1ccccc1C(=O)O	-8
CN(Cc1ccccc1)C(=O)CN1CCN(S(=O)(=O)c2ccccc2F)CC1	5
CCOC(=O)c1c(NC(=O)CSc2nnc(-c3ccc(OC)cc3)o2)sc2c1CCC2	-5
C[C@@H]1CN([C@H](C)CO)C(=O)CCCn2nncc2CO[C@@H]1CN(C)S(=O)(=O)c1cccc(C#N)c1	13
C[C@H](CO)N1C[C@H](C)[C@@H](CN(C)S(=O)(=O)c2ccccc2)OCc2cnnn2CCCC1=O	0
Cc1ccc(S(=O)(=O)Oc2ccccc2)cc1	5
CC1CC=CCC1(CO)CO (stereo not drawn)	-6
CCN(CC)CCNC(=O)c1nn(-c2ccc(Cl)cc2)c2c1CCc1cc(OC)ccc1-2	-22
COc1cc(OC)cc(C(=O)OCC(=O)Nc2cccc(S(=O)(=O)NC3=NCCCCC3)c2)c1	-15
Fc1ccc(CCNc2ncnc3[nH]ncc23)cc1	-1
O=C(Oc1ccc(Br)cc1C(=O)/C=C/c1ccccc1F)c1ccco1	-22
C=C(CN(C)C)C(=O)c1ccc2c(c1)OCO2	-3
CC(C)CC1CCCC12NC(=O)NC2=O (stereo not drawn)	5
O=C(COC(=O)c1ccc[n+]([O-])c1)Nc1cc([N+](=O)[O-])ccc1Cl	22
CC(C)CSc1nc(N)nc2c1ncn2C1OC(CO)C(O)C1O (stereo not drawn)	-17
Cn1cccc1C(=O)OCC(=O)NNC(=O)c1ccc([N+](=O)[O-])cc1	-1
N#Cc1ccccc1COC(=O)CCN=C1NS(=O)(=O)c2ccccc21	6
[O-][n+]1nc2ccccc2c2ccccc21	-32
CCc1cc2c(SCC(=O)NC3CCCC3)ncnc2s1	5
Nc1nc(N)c2cc(CNc3ccc(Cl)c(Cl)c3)ccc2n1	-21
O=C(C=C1NCCN1)c1ccccc1	0
CCCCNC1=CC(=O)C(NCCCC)=CC1=O	6
Cc1cc(C)n2nc(C(=O)OCC(=O)Nc3ccc(C)c(S(=O)(=O)N4CCOCC4)c3)nc2n1	15
C=C1CC2(CC(c3ccccc3)OC(c3ccccc3)C2)OC1=O (stereo not drawn)	?
O=C(CCCc1ccccn1)c1cccc2ccccc12	-5
COc1cc(CC(=O)Nc2cccc(S(=O)(=O)N(C)c3ccccc3)c2)cc(OC)c1OC	-4
NC(=O)c1ccc(NC(=O)COC(=O)C2COc3ccccc3O2)cc1 (stereo not drawn)	-8
CSc1ncccc1C(=O)Nc1cccc(S(=O)(=O)N2CCCC2)c1	3
CCN(CC)CCC=C(c1cccs1)c1cccs1	?
O=C(CNC(=O)c1ccccc1)Oc1cccc(Cl)c1	-1
CCC(C(=O)OCCN1CCOC(c2ccccc2)C1C)c1ccccc1 (stereo not drawn)	-37
Cc1cc(-c2ccc([N+](=O)[O-])cc2)cc(C)n1	-11
COc1ccccc1CNC(=O)C(CCSC)NC(=O)c1cccc(S(=O)(=O)N2CCOCC2)c1 (stereo not drawn)	0
CCn1c(=O)n(C)c2c(=O)n(C)c(=O)n(C)c21	0
C[C@@H]1CN([C@@H](C)CO)S(=O)(=O)c2ccc(Br)cc2O[C@H]1CN(C)C(=O)c1ccccc1	-9
COc1ccccc1NC(=O)NNC(=O)c1ccncc1	-4
